# Source: PubChem (several laboratories)
# Tat export inh – inhibitors of E. coli Tat protein transport | E. coli MC4100 TorA-mCherry Tat export, fluorescence | inhibition, % at 10 µM | actives 0.036% (n = 340,000);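 active means mean replicate inhibition at least 50% and at least half of replicates individually reaching 50%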;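 further: exported cargo escapes ClpAP degradation while cytoplasmic cargo is degraded and loses fluorescence; 0% = median of neutral control wells and 100% = median of NaSCN control wells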
# phage Ecoli inh – E. coli growth loss with phage present; growth absorbance; inhibition, % at 11.9 µM; actives 0.26% (n = 360,000); in the data active means inhibition above about 11%
# OPRM1-OPRD1 ag – agonists of human mu-delta opioid receptor heterodimerization | cells, OPRM1-OPRD1 heterodimerization, luminescence | activation, % at 9.3 µM | actives 0.3% (n = 340,000); in the data active means activation above about 18%;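 further: 0% = vehicle-treated cells and 100% = reference agonist; values of inactives mirror those of a sister screen read the other way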
# Target sequence (P35372 whole entry, looked up): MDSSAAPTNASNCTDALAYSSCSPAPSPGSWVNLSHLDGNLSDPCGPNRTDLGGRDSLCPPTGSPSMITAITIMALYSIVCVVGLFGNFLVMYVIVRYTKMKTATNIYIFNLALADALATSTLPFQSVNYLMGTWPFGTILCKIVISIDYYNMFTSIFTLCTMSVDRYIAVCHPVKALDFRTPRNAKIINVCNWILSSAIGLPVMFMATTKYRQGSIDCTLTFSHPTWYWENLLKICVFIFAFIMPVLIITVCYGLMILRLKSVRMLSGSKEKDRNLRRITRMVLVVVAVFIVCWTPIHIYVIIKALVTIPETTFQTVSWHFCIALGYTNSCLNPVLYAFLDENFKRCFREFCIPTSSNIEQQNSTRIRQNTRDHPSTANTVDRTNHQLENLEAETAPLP
# Target sequence (P41143 whole entry, looked up): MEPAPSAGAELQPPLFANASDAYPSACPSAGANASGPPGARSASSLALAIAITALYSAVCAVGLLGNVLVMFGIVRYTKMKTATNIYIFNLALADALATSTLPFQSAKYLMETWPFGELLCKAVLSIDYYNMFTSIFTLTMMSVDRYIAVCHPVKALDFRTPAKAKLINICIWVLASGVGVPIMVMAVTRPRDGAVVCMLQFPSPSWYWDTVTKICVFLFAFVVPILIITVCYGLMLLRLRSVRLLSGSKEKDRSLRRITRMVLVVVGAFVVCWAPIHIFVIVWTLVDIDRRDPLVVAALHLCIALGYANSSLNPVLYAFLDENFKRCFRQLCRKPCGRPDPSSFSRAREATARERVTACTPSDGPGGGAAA
# AddAB inh – less growth of phage-infected E. coli with AddAB; AID 435030; E. coli expressing H. pylori AddAB, absorbance growth; inhibition, % at 11.9 µM; actives 0.29% (n = 330,000); in the data active means inhibition above about 12%;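 further: 0% = vehicle wells of infected cells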
# HTR5A inv ctr – HTR5A inverse agonism, opioid heterodimer counter-screen; HTR5A cell line, luminescence; P47898; inhibition, % at 9.3 µM; actives 0.083% (n = 340,000); in the data active means inhibition mostly above about 23%, no sharp cut-off; inactive means mostly below about 18%;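 further: 0% = cells with DMSO and 100% = no-cell wells with DMSO; some compounds called inactive have numbers as strong as hits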
# PfHsp90 set2 – growth inhibition of yeast expressing Plasmodium Hsp90. S. cerevisiae expressing PfHsp90, BacTiter-Glo ATP, 48 h; yeast lacking PDR1 and PDR3 efflux regulators. actives 0.32% (n = 310,000). inhibition, % at 9.4 µM;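 active means every replicate shows inhibition above about 80%, whatever the replicate mean, limit read from the data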;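 further: 0% = DMSO neutral controls and 100% = 20 µM radicicol positive controls; yeast relying on Plasmodium falciparum Hsp90 in place of its own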
# SUMO Mot1 rescue – blocks SUMOylation pathway, rescuing yeast Mot1-301 growth; growth rescue, % at 18.8 µM; S. cerevisiae Mot1-301 growth rescue, ATP luminescence, 38.5C; percent above DMSO median, 100 means doubled; actives 1% (n = 320,000);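 active means every valid replicate shows activation above 250% relative to neutral control wells; inactive means the rest, any valid replicate at or below 250%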;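 further: OY570 slx delta 5 strain wells were the positive control but not used for scaling; some compounds called inactive have numbers as strong as hits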
# PKA-R1A activ – activators of PKA-R1A complex; PKA-R1A dissociation, Cy5-IP20 fluorescence polarization; scaled: DMSO 0%, 113 µM cGMP 100%; activation, % at 11.4 µM; actives 0.083% (n = 340,000);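 active means percent activation above the mean of all tested compounds plus 3 SD, cut at about 19% in these data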;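 further: higher means more PKAc released from R1A so a rise in polarization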
# Ecoli viability – counter-screen for AddAB inhibitors: E. coli growth inhibition; E. coli V3065 growth, OD600 absorbance, 18 h; inhibition, % at 11.9 µM; actives 0.27% (n = 330,000);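 active means inhibition above the campaign's mean inhibition across all tested compounds plus 3 SD, cut at about 9.9% in these data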;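 further: uninfected addAB+ strain grown without phage in ampicillin broth; 0% = DMSO wells and 100% = ciprofloxacin 0.95 µg/ml wells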
# PKA-R2B act – PKA-R2B complex activation. P22694+P31323. PKA-R2B holoenzyme dissociation, Cy5-IP20 fluorescence polarization; R2B truncated from residue 108, S112A mutant; 0% DMSO only, 100% 113 µM cGMP. activation, % at 11.4 µM. actives 0.079% (n = 340,000). AID 504700;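 active means activation above a cutoff set at the mean over all compounds plus 3 SD, cut at about 18% in these data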;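 further: higher means more holoenzyme dissociation and a rise in polarization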
# OPRM1-OPRD1 inv – mu-delta opioid heterodimer inverse agonism; P35372+P41143; actives 0.21% (n = 340,000); cell-based MOR-DOR heterodimer luminescence; inhibition, % at 9.3 µM; AID 504357; in the data active means inhibition above about 22%, passing the limit was not always enough;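 further: 0% = cells with DMSO and 100% = wells without cells with DMSO; values of inactives mirror those of a sister screen read the other way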
# * hit, by the source's call; x = not tested or not shown.
SMILES,Tat export inh,phage Ecoli inh,OPRM1-OPRD1 ag,AddAB inh,HTR5A inv ctr,PfHsp90 set2,SUMO Mot1 rescue,PKA-R1A activ,Ecoli viability,PKA-R2B act,OPRM1-OPRD1 inv
Cc1ccc(S(=O)(=O)N2CCOCC2)cc1NC(=O)COC(=O)C1(C)CC1(Cl)Cl (stereo not given),0.5,1.2,0.4,1.5,4.6,-13.0,4.2,-0.3,1.0,8.1,-1.5
CC(Sc1ccccn1)C(=O)NC1CCCC1 (stereo not given),-6.4,-0.3,1.1,2.1,-1.4,-6.3,51.9,-1.1,0.8,8.0,-4.5
CCn1c(SCC(N)=O)nnc1-c1ccc(OC)c(OC)c1,7.0,3.5,-2.4,2.8,-3.8,-4.6,0.6,1.9,0.0,6.4,12.4
CCC(CC)C(=O)Nc1cccc(C(=O)NCCc2ccc(S(N)(=O)=O)cc2)c1,0.9,1.6,0.2,-1.4,-37.3,5.7,-14.2,-7.2,-1.1,3.8,-1.1
CCOC(=O)CN1C(=O)C(O)=C(C(C)=O)C1c1ccc(F)cc1 (stereo not given),-4.1,1.2,-1.4,0.9,0.4,-8.6,1.8,2.7,-0.6,0.6,6.5
CCN(c1ccccc1)S(=O)(=O)c1ccc(OCC(=O)N2CCCC2)cc1,3.0,-0.1,-4.3,0.9,-15.4,11.6,x,-4.6,-5.6,-3.8,16.6
C=CCc1cc(Cl)ccc1OCCn1ccnc1,-8.7,0.0,-3.3,1.1,-1.6,-18.8,8.1,-12.1,1.8,1.2,15.6
COc1ccc(/C=C\c2nc(=O)c3ccccc3o2)cc1,2.6,6.0,-1.7,x,-0.7,2.0,-6.0,-0.5,x,-4.5,9.1
CCn1nc(NC(=O)C(C)C)c2cc3ccc(C)cc3nc21,-9.7,2.4,-4.3,1.6,10.8,8.8,-0.2,-3.8,3.8,-12.9,22.1
O=C(CN1C(=O)C(=O)N(CCC2=CCCCC2)C1=O)Nc1ccc(F)cc1F,2.7,-1.7,7.6,-1.3,-23.4,-22.0,12.4,0.4,-0.8,2.4,-32.8
CC1CCCN(CC(O)COCC2COc3ccccc3O2)C1 (stereo not given),-4.3,0.2,0.1,3.0,-5.9,-9.6,5.0,-4.8,-0.4,0.4,-0.4
CCOC(=O)c1c(C)[nH]c(C(=O)OCC(O)=C(C#N)c2nc3ccccc3[nH]2)c1C,2.5,0.9,37.5*,x,-50.0,1.2,x,-4.2,x,2.6,-192.9
CCN(CC)CCN(C(=O)CCS(=O)(=O)c1ccccc1)c1nc2cc(C)cc(C)c2s1,7.8,3.9,0.0,-0.1,3.2,2.0,4.6,-4.5,-0.4,3.4,0.1
COc1cc(CNC23CC4CC(CC(C4)C2)C3)ccc1OCc1ccccc1,-3.0,3.4,2.4,2.2,12.3,-0.2,6.5,-11.2,-0.3,-24.6,-17.2
CS(=O)(=O)C1=NN2C(=N)/C(=C\c3ccc(OCCOc4ccccc4)cc3)C(=O)N=C2S1,-2.6,x,0.3,1.2,-28.8,-50.1,4.0,-6.3,-0.7,-1.5,-1.5
COc1ccccc1NC(=O)Nc1nnc(Cc2ccc(F)cc2)s1,-1.5,0.6,9.1,3.5,-33.9,23.2,-3.8,13.5,-2.6,-0.1,-50.2
O=C(NCCC1CCCCN1S(=O)(=O)c1ccc(F)cc1)C(=O)NC1CC1 (stereo not given),-8.6,1.6,-1.8,0.0,-9.0,x,-5.2,8.3,-0.5,-3.7,9.4
O=C(CSc1nc2ccc(Nc3nc(N4CCOCC4)nc(N4CCOCC4)n3)cc2s1)Nc1ccccc1F,1.9,-0.2,-1.9,x,10.2,-22.4,26.0,-5.7,x,-4.1,6.1
COc1ccc(CC(=O)NC(CC(=O)O)c2cccc([N+](=O)[O-])c2)cc1 (stereo not given),-2.7,3.2,0.2,-0.5,8.5,-19.6,-10.6,-5.2,-2.1,0.2,-0.9
COc1cccc(NC(=O)CN(C)C(=O)/C=C/c2cn(-c3ccccc3)nc2-c2cccs2)c1,13.9,1.6,-0.5,x,9.0,4.6,x,10.2,x,-9.2,3.3
CC1=NN(C(=O)c2csc(C(C)C)c2)C(O)(C(F)(F)F)C1 (stereo not given),-4.9,-0.1,3.9,-0.1,-13.6,15.8,8.0,2.2,-0.3,-2.9,-24.4
COCCCNC(=O)CCCN1C(=O)c2cccnc2Sc2ccccc21,-1.7,-1.5,-1.5,1.3,3.2,-2.5,-21.7,-13.3,1.6,-6.8,6.8
Cc1ccc(CN2CCN(/N=C/c3ccccc3)CC2)cc1,6.4,-2.2,1.6,0.7,-1.6,0.8,11.2,-3.2,-2.6,-5.5,-7.8
CCCCC(=O)Nc1cc(OC)c(NC(=S)NC)cc1OC,1.3,2.9,-1.7,1.0,-2.5,-13.6,-9.4,-12.2,2.7,-15.2,8.9
CCOC(=O)Cn1c(CN2CC(C)OC(C)C2)nc2c1c(=O)n(C)c(=O)n2C (stereo not given),6.7,0.7,-1.9,-1.2,-2.9,7.0,-1.9,-1.8,-2.5,-0.9,11.1
COc1ccc(-c2cc(C(=O)OCC(=O)c3ccc(C)c([N+](=O)[O-])c3)c3ccccc3n2)cc1,4.8,2.8,-2.3,2.5,-26.3,-0.2,-5.7,-4.2,0.1,-0.8,12.1
N#Cc1c(-c2ccccc2)[nH]c(=O)[nH]c1=O,4.2,3.0,-1.8,3.6,0.4,15.6,-2.3,-13.6,0.3,-6.7,10.2
O=c1oc(/C=C/c2ccc([N+](=O)[O-])s2)nc2ccccc12,-1.4,x,2.9,-1.5,-43.2,-10.4,-9.8,-14.2,0.9,-8.8,-15.1
COc1ccc(C(Sc2ccccc2)c2ccccc2)cc1OC (stereo not given),2.3,1.3,6.0,3.1,0.7,1.1,3.1,12.2,2.4,0.1,-32.2
NC(=O)CC(NC(=O)Cc1ccc(Br)cc1)c1ccc(NCCc2cccc(F)c2)c([N+](=O)[O-])c1 (stereo not given),-3.8,0.6,-1.9,4.6,10.8,-31.1,15.8,5.6,-4.9,-6.3,10.8
CC(=O)Nc1ccc(NC(=O)c2cc(=O)c3cc(C)c(C)cc3o2)cc1,-12.0,2.8,-0.6,-2.3,-9.6,-19.9,-2.1,3.6,-1.9,-6.0,3.1
Cc1ccc(-n2nc3c(c2NC(=O)c2ccccc2)CS(=O)(=O)C3)cc1C,1.3,2.0,-4.2,1.3,10.3,34.2,12.6,-7.5,-0.2,-0.3,13.9
N#Cc1c(-c2ccco2)nc(SCC(=O)Nc2cccc(Cl)c2)[nH]c1=O,9.0,1.2,-2.6,2.0,-4.9,12.2,7.9,0.3,1.1,-10.1,15.5
CC1CCN(S(=O)(=O)N2CCC(C(=O)N3CCC(N(C)CC4CCCO4)CC3)CC2)CC1 (stereo not given),-15.2,1.5,-0.6,0.2,-13.3,-14.4,4.9,-1.4,0.2,2.6,3.4
COc1ccc(CNc2ccc(C)c(C)c2)cc1,5.3,0.7,-0.9,1.3,-8.3,34.2,19.9,-5.8,1.0,-2.8,4.1
O=S(=O)(/N=C(/c1ccc(Cl)cc1)N1CCOCC1)c1ccc(Cl)cc1,-5.5,0.6,-2.8,2.0,-14.7,-2.8,5.9,4.1,-1.3,6.6,12.2
Cc1cccc(C)c1NC(=O)C(C)N1CCCC1 (stereo not given),-8.5,-0.2,-3.4,0.4,0.6,0.6,7.5,0.1,0.9,11.6,15.3
N#Cc1cc(-c2ccccc2)nn1-c1ccccc1,-7.3,4.2,11.3,3.6,6.3,-46.5,-14.0,1.0,1.4,3.9,-70.6
COc1ccccc1CN1CCN(Cc2cc(OC)c(OC)cc2OC)CC1,5.3,-3.0,0.6,4.7,-2.9,3.7,-12.4,-0.8,1.2,1.7,-3.0
NC1=NC(=O)CC(C(=O)Nc2cccc3ccccc23)S1 (stereo not given),3.7,x,-2.9,-0.7,0.9,-8.6,5.5,7.4,-1.6,-7.6,14.8
COc1cccc2c1-c1c(O)cccc1C2=O,2.7,3.1,-1.7,0.5,-17.6,2.0,-20.1,-5.8,0.3,3.1,8.1
CCOC(=O)C1=C(N)OC(C)=C(C#N)C1c1ccco1 (stereo not given),-3.6,3.0,-0.6,1.8,24.6,5.6,24.4,-13.4,0.3,2.3,3.8
Cc1cc(OC(C)C(N)=O)nc(-c2ccccc2)n1 (stereo not given),3.7,3.4,1.2,0.6,-8.8,-9.5,54.5,1.8,1.4,-10.4,-8.6
CN(C(=O)CSc1nnnn1C)C1(C#N)CCCCC1,-4.0,1.7,-1.1,1.6,1.7,10.5,-8.3,-5.1,-1.6,-0.8,4.4
CCOC(=O)C1(Cc2ccccc2C)CCCN(Cc2cc(OC)c(O)c(OC)c2)C1 (stereo not given),-8.9,1.6,0.7,2.6,16.1,3.6,-0.9,3.7,0.8,-0.5,-3.5
Cc1ccc(Cl)c(NC(=O)COC(=O)C2CCC2)c1Cl,5.0,4.9,-0.6,0.2,-4.9,x,40.1,3.5,0.6,-3.9,4.1
CCOC(=O)/C(=N\Nc1cccc(Cl)c1)Sc1nnc(-c2ccc(OC)cc2)n1C,-0.8,4.3,0.7,-0.5,13.6,-45.8,5.5,-7.8,1.0,6.2,-4.2
O=C(O)Cn1ccnc1,-6.7,0.5,0.1,-1.6,0.1,-46.6,-0.7,-15.9,2.1,1.6,-0.3
CC(=O)Nc1ccc2nc(NC(=O)C(Cl)(Cl)Cl)sc2c1,-9.7,3.0,-2.7,3.3,14.4,16.9,-5.3,-2.5,1.1,3.7,14.2

# Structures listed so far that have fluorine, in the order listed:
SMILES,Tat export inh,phage Ecoli inh,OPRM1-OPRD1 ag,AddAB inh,HTR5A inv ctr,PfHsp90 set2,SUMO Mot1 rescue,PKA-R1A activ,Ecoli viability,PKA-R2B act,OPRM1-OPRD1 inv
CCOC(=O)CN1C(=O)C(O)=C(C(C)=O)C1c1ccc(F)cc1 (stereo not given),-4.1,1.2,-1.4,0.9,0.4,-8.6,1.8,2.7,-0.6,0.6,6.5
O=C(CN1C(=O)C(=O)N(CCC2=CCCCC2)C1=O)Nc1ccc(F)cc1F,2.7,-1.7,7.6,-1.3,-23.4,-22.0,12.4,0.4,-0.8,2.4,-32.8
COc1ccccc1NC(=O)Nc1nnc(Cc2ccc(F)cc2)s1,-1.5,0.6,9.1,3.5,-33.9,23.2,-3.8,13.5,-2.6,-0.1,-50.2
O=C(NCCC1CCCCN1S(=O)(=O)c1ccc(F)cc1)C(=O)NC1CC1 (stereo not given),-8.6,1.6,-1.8,0.0,-9.0,x,-5.2,8.3,-0.5,-3.7,9.4
O=C(CSc1nc2ccc(Nc3nc(N4CCOCC4)nc(N4CCOCC4)n3)cc2s1)Nc1ccccc1F,1.9,-0.2,-1.9,x,10.2,-22.4,26.0,-5.7,x,-4.1,6.1
CC1=NN(C(=O)c2csc(C(C)C)c2)C(O)(C(F)(F)F)C1 (stereo not given),-4.9,-0.1,3.9,-0.1,-13.6,15.8,8.0,2.2,-0.3,-2.9,-24.4
NC(=O)CC(NC(=O)Cc1ccc(Br)cc1)c1ccc(NCCc2cccc(F)c2)c([N+](=O)[O-])c1 (stereo not given),-3.8,0.6,-1.9,4.6,10.8,-31.1,15.8,5.6,-4.9,-6.3,10.8
